Source: PubChem BioAssay
TRPV1 ag – activates the human vanilloid receptor TRPV1. Q8NER1. TRPV1-expressing cells, Fluo-8 calcium influx, agonist mode. activation, % at 8.33 µM. actives 0.19% (n = 320,000); in the data active means activation above about 80%; inconclusive means between about 30% and that limit; further: 0% is about no effect
Target sequence (Q8NER1 whole entry, looked up): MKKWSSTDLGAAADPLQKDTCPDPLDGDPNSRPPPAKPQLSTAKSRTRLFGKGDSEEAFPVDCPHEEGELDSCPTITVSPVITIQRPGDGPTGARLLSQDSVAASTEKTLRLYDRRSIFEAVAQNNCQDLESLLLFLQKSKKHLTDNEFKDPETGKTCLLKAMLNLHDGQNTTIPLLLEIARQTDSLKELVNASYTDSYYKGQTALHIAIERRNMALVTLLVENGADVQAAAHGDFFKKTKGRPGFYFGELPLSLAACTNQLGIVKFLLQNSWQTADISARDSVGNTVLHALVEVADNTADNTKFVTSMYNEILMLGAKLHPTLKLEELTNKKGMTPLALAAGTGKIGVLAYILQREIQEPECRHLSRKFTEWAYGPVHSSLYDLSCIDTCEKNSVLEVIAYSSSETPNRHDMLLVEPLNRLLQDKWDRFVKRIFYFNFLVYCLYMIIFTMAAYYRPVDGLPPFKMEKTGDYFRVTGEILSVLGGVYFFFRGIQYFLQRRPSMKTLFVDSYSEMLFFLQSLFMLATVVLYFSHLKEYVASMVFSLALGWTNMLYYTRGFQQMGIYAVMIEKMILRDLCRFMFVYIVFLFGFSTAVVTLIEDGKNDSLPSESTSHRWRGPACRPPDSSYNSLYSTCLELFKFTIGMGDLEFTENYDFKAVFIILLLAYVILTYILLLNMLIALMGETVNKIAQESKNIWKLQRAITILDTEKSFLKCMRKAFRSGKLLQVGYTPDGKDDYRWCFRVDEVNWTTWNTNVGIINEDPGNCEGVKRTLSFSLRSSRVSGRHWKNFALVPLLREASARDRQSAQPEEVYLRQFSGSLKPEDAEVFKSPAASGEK
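Fluo-8 calcium influx in TRPV1-expressing cells, kinetic read (ex 480/em 520 nm). Compound added and read 3 min for agonist activity, followed by capsaicin at EC20 final and 2 min further read for enhancement.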
BRCA1 expr up – activators of BRCA1 expression. actives 1.1% (n = 380,000). MCF7-BRCA1-FFLuc reporter, luminescence, 48 h; response scale: scaled: vehicle 0%, 10 µM genistein 100%. Potency, µM (series often up to 46.1 µM), for the others: at the highest dose activation, most hits filed as activators. AID 624202; further: potency means the concentration at half of the fitted maximal effect; nearly all actives have a fitted effect of over 80% in size; some results filed as inactive show a strong effect at the top dose
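Cells: MCF7-BRCA1-FFLuc, 2000/well. Exposure: 48 h, 37 °C, 5% CO2. Read: luminescence, 15 min post-substrate. Controls: genistein 10 microM (maximal activation), DMSO (neutral).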
B2AR arrestin – beta2AR (human) beta-arrestin recruitment activity | P07550 | beta-arrestin recruitment to beta2AR, cell-based reporter | Potency, µM (highest dose often 46.1 µM), for the others: at the top dose activation, actives largely listed as activators | actives 0.02% (n = 330,000) | AID 492947;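 further: potency means the concentration at half of the fitted maximal effect; 0% = DMSO controls and full agonism = EC100 isoproterenol or metaproterenol; nearly all actives have a fitted effect of over 65% in size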
TCR activator – activators of T cell receptors. primary human leukocytes, anti-CD3, IL-2 HTRF, 48 h. Potency, µM (doses to about 9.22 µM), for inactives: at the top dose activation of IL-2 secretion, most hits filed as activators. 330,000 tested, under 10 active; further: % of control where 0% means no effect
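Primary human leukocytes were stimulated with a-CD3 beads plus compounds for 48 hr without co-stimulation; secreted IL-2 was quantified by HTRF using a-IL-2-K (europium cryptate) and a-IL-2-d2, excited at 320nm with acceptor emission read at 665nm.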
a7 integrin act – activators of alpha7 integrin expression for muscular dystrophy; alpha7betagal myoblasts, beta-gal FDG fluorescence, 48 h; Potency, µM (doses to about 38.3 µM), without a hit: top-dose activation, most hits filed as activators; actives 0.064% (n = 350,000);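 further: potency means the concentration at half of the fitted maximal effect; 100% = response of the positive control SU9516; nearly all actives have a fitted effect of over 60% in size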
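Alpha7betagal+/- myoblasts (passage 13) were plated 16-24 hr, then exposed to compounds (1:260 dilution of DMSO stock) for 48 hours at 37C. After MPER lysis, β-galactosidase reporter activity was read as FDG fluorescence (ex 480/em 540) after 30 minutes.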
PTAP TSG101 blk – blocks PTAP/TSG101 interaction to inhibit HIV-1 budding; Q99816; Fluorescence polarization, FITC-PTAP peptide / Tsg101 binding; Potency, µM (series often up to 115 µM), for inactives: at the top dose activity change, negative = inhibition, hits mostly inhibitors; 340,000 tested, under 10 active; AID 493005; active means well fitted inhibition curve with a large enough effect in the main read-out, with a control signal flat, not every such curve was filed as active; inconclusive means small, poorly fitted or top-dose-only effect, or effect the other way, or a change in a side signal; inactive means no such curve, though single readings can be large or run the other way; further: potency means the concentration at half of the fitted maximal effect; % of control where 0% means no effect
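FP read-out: FITC-PTAP peptide, 50 nM final, binding Tsg101 binding domain, 10 uM final; 20 min, r.t.; 10 mM HEPES pH 7.5, 0.15 M NaCl, 0.01% Tween 20, 3 mM EDTA, 0.1 mM TCEP.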
AT treatment – candidate therapy for ataxia-telangiectasia. […] A-T fibroblasts, KAP-1 phosphorylation AlphaLISA; neocarzinostatin DNA damage 30 min before lysis. Potency, µM (doses to about 57.5 µM), for inactives: at the highest dose activation, most hits filed as activators. actives 0.19% (n = 320,000). AID 485349; further: potency means the concentration at half of the fitted maximal effect; % of control where 0% means no effect; nearly all actives have a fitted effect of over 45% in size
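ATM-like activity read as KAP-1 phosphorylation via AlphaLISA donor/acceptor antibody pairs after lysis and 6 hr at 25C. Cells were ATM-null patient fibroblasts ([…], hTERT), dosed 60 min, then exposed to the DSB inducer NCS for 30 min.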
p53 reactivation – mutant p53 re-activation in reporter cells; AID 504706; H1299 p53-A138V BP100-luciferase reporter, luminescence, 24 h; actives 0.063% (n = 320,000); Potency, µM (top dose mostly 92.2 µM), inactives show top-dose activity change, positive = activation, most hits filed as activators; further: potency means the concentration at half of the fitted maximal effect; % of control where 0% means no effect; nearly all actives have a fitted effect of over 45% in size
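p53-null H1299 cells stably carrying temperature-sensitive p53-A138V and a BP100-luciferase reporter were pinned with compounds (4-point, 1:5 series) and held 24 hrs at 37 deg C. Luminescence was read 10 min after detection reagent.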
MLL CXXC-DNA inh – inhibitors of human MLL CXXC domain-DNA interaction; MLL-CXXC / FITC-HOXA9 DNA fluorescence polarization; Potency, µM (top dose mostly 115 µM), for inactives: at the highest dose activity change, negative = inhibition, usual class: inhibitors; actives 0.037% (n = 290,000); AID 2662; Q03164; active means well fitted inhibition curve with a large enough effect in the polarisation, with a control signal flat, not every such curve was filed as active; inconclusive means small, poorly fitted or top-dose-only effect, or effect the other way, or a change in a side signal; inactive means no such curve, though single readings can be large or run the other way; the % refers to the polarisation; further: potency means the concentration at half of the fitted maximal effect
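Steps: dispense CXXC domain solution (7 uM) → pin compounds or unlabeled HOX-A9 DNA control → 5 min ambient → add FLSN-HOX-A9 solution (50 nM) → spin → 30 min ambient → fluorescence polarization. Tris pH 7.5/NaCl/DTT/BSA buffer.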
ELG1 repair inh – inhibitors of ELG1-dependent DNA repair in HEK293T cells; Potency, µM (series often up to 46.1 µM), for inactives: at the highest dose activity change, negative = inhibition, actives largely listed as inhibitors; actives 2.3% (n = 330,000); HEK293T ELG1-luciferase reporter, luminescence, 16 h; DNA damage induced by 5-fluorouridine; AID 504467; further: potency means the concentration at half of the fitted maximal effect; on the % scale 0 is the no-effect control and ±100 the full control effect; nearly all actives have a fitted effect of over 55% in size
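5-Fluorouridine DNA damage + compound/DMSO, 2,000 cells/well, 16 h, 37 °C/5% CO2. ONE-Glo, 30 min RT, luminescence. Readout = decrease in reporter signal.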
* hit, by the source's call; ? = inconclusive; / = no result given; [ ] = another dose, or the depositor's remark. Unless noted, the call rests on the fitted dose curve; in most records, active means well fitted curve in the direction sought with a large enough effect; inconclusive means small, poorly fitted or top-dose-only effect, or another doubt; inactive means no such curve, though single readings can be large; an effect the other way counts as inactive or inconclusive.

Values run as follows: TRPV1 ag, BRCA1 expr up, B2AR arrestin, TCR activator, a7 integrin act, PTAP TSG101 blk, AT treatment, p53 reactivation, MLL CXXC-DNA inh, ELG1 repair inh
O=C(Nc1cccnc1)c1ccc(F)cc1
    18, 16%, -0.4%, 0%[46.1 µM], 8%, -4%, 3%, 2%, -2%, 20%
CCc1noc(C)c1C(=O)N1CCCC(C(=O)c2cc(F)ccc2F)C1 (stereo not given)
    2, -24%, -0.1%, -6%, -14%, 1%, 14%, -1%, -2%, -3%
O=C(Cn1nc(C(F)(F)F)c2c1CCCC2)NCc1ccco1
    4, -1%, 0.6%, 5%, -15%, -2%, 4%, 7%, -9%, 13%
COc1ccc(/C=N/NC(=O)CCc2nc3ccccc3[nH]2)cc1
    2, -10%, -0.8%, 0%[46.1 µM], 6%, 2%, 2%, 0%, 12%, 2%
O=C(CNc1c(Br)cc(Br)cc1Br)NN=C1CCCCC1
    0, /, 0.0%, 2%[46.1 µM], /, /, -1%, -14%, ?, 6%
CN1CCN(c2nc3c(c(=O)[nH]c(=O)n3C)n2CCSc2nnnn2-c2ccccc2)CC1
    2, -21%, -0.7%, -5%, -8%, -3%, 23%, 1%, -7%, -9%
O=C(CSc1ccc2c(c1)OCCO2)NCc1ccco1
    1, 9%, 0.1%, -4%, -20%, 3%, /, 26%, 5%, -1%
COc1ccc(CC(=O)NC(C)c2nnc(SCCC(=O)Nc3ccccc3)n2C)cc1 (stereo not given)
    -4, -14%, 0.4%, 1%, 6%, -1%, -1%, -2%, 17%, 1%
CCCNc1ncc2c(=O)[nH][nH]c(=O)c2n1
    /, -11%, /, 2%, 6%, -2%, /, /, /, /
CC(C)[C@H](N)C(=O)N1CCC(C(=O)N[C@@H](Cc2ccccc2)C(=O)NCc2ccc(F)cc2)CC1
    -1, 5%, 0.0%, -59%, ?, 0%, 0%, -1%, 6%, 2%
O=C(COC(=O)c1ccccc1O)NCCC1=CCCCC1
    ?, -7%, 0.2%, 2%, 9%, 3%, 16%, 3%, -2%, ?
N=c1c2c(-c3ccccc3)c(-c3ccccc3)n(Cc3ccco3)c2ncn1CCCN1CCOCC1
    1, -3%, -0.3%, -3%, -62%[inhibitor], -3%, 3%, 2%, 16%, -11%
c1cc2c(nn1)CCc1nonc1-2
    0, -2%, 0.1%, 3%, 16%, -2%, -11%, -4%, -1%, 0%
O=C1c2cc(CO)cc(O)c2C(=O)c2c(O[C@@H]3OC(CO)[C@@H](O)[C@@H](O)[C@@H]3O)cccc21 (stereo not given in full)
    /, 25%, /, 0%, -10%, 4%, /, /, /, /
CCOc1ccccc1N1CCN(S(=O)(=O)c2ccc(Cl)s2)CC1
    3, -19%, -0.3%, -3%, -15%, -2%, 1%, 2%, 0%, 10%
COc1ccccc1CCNC(=O)C(=O)NCC1OCCN1S(=O)(=O)c1ccc2c(c1)OCCO2 (stereo not given)
    4, -10%, -0.3%, -9%, -28%, 0%, 12%, -2%, 4%, ?
CCC(C)NC(=O)COC(=O)c1cccnc1Nc1ccccc1F (stereo not given)
    26, 9%, -1.4%, -3%[46.1 µM], 3%, -1%, -7%, 4%, 8%, 9%
O=C(CSc1nnc(NC2CC2)s1)Nc1ccc(N2CCOCC2)cc1
    2, -1%, -0.2%, 1%, -3%, 3%, 2%, 11%, /, 4%
COc1ccnc(CS(=O)c2nc3cc(C(O)(F)F)ccc3[nH]2)c1OC (stereo not given)
    -2, -5%, -1.1%, 6%, -17%, 1%, 3%, -5%, -2%, ?
COCCCNC(=O)CCSc1ccc(C)cc1
    8, 12%, -0.6%, -1%[46.1 µM], -16%, 6%, 1%, 20%, 2%, 5%
CC(NC(=S)NC1CCCCC1)c1ccc(C(C)(C)C)cc1 (stereo not given)
    ?, -95%, 0.0%, /, -57%[inhibitor], -7%, -1%, ?, 5%, 0%
COc1ccccc1Oc1nc(C)c(C(C)=O)cc1C#N
    17, -42%, 0.2%, 0%, 1%, -2%, 5%, -1%, 3%, ?
Cc1c(C(=O)Oc2cccc3cccnc23)oc2ccccc12
    2, -6%, 13%, 5%, -47%[inhibitor], -2%, 9%, -4%, -1%, -10%
Cc1cc(C)cc(N2C(=O)CCN(Cc3ccccc3)C2=O)c1
    2, -5%, 0.1%, -1%, 0%, -3%, -5%, -3%, -9%, -9%
Cc1cc2nc(-c3ccncc3)cc(C(F)(F)F)n2n1
    2, -7%, -0.2%, 1%, 0%, 0%, 1%, -6%, -8%, -5%
CCOC(=O)c1ccc(N(C(=O)c2cnccn2)C(C(=O)NC2CCCCC2)c2cn(C)nc2C)cc1 (stereo not given)
    1, 0%[1.84 µM], -0.3%, 4%, -13%, -6%, 4%, -5%, 3%, -2%
O=C(NCC(=O)N(c1ccccc1)C(C(=O)NCC1CCCO1)c1ccccc1)c1cccs1 (stereo not given)
    2, 1%, 0.3%, -2%, -27%, -1%, 6%, -1%, 3%, -6%
O=C(CN1CCN(S(=O)(=O)c2cc(C(F)(F)F)ccc2Cl)CC1)N1CCc2ccccc2C1
    15, -23%, 0.1%, /, 16%, -2%, -4%, 7%, /, ?
CCOC(=O)c1c(C)oc2ccc(NS(=O)(=O)c3cccs3)cc12
    0, -7%, 0.5%, -1%, -13%, -3%, /, 1%, -3%, ?
Cc1cc(C)c2cc(C(=O)N3CCC(N4CCCCC4)CC3)[nH]c2c1
    1, -20%, 0.3%, -3%, -46%[inhibitor], -4%, 2%, 13%, 0%, 8%
Cc1cc(NC(=O)c2noc3c2CCCC3)n(-c2ccccc2)n1
    0, -1%, -0.1%, 1%, 12%, -6%, 5%, 2%, 4%, -1%
COC(=O)C1=NN(c2ccccc2)C2(S1)SC(C(C)=O)=C(C)N2c1ccccc1 (stereo not given)
    21, 4%, -0.5%, 0%, 26%, 4%, -7%, -2%, 19%, 2%
CCOc1ccc2[nH]c(=O)c(CN(Cc3nnnn3CCc3ccccc3)CC3CCCO3)cc2c1 (stereo not given)
    18, -44%, 4.5%, -5%[46.1 µM], -13%, -1%, 6%, -7%, 1%, ?
COc1ccc(NS(=O)(=O)NC(=O)c2cn(C)c3ccccc23)cc1
    3, -1%, -0.2%, 1%, -16%, -2%, -2%, -6%, 5%, 3%
CN(C)C(=O)NC(O)C(Cl)Cl (stereo not given)
    1, /, 0.9%, /, /, /, 4%, 9%, 0%, ?
O=C(CSc1ccc(-c2ccco2)nn1)Nc1cccc(F)c1
    2, 3%, -0.6%, 2%, -5%, -1%, -2%, -2%, 2%, -7%
CN(C)c1ccc(/C=N/N(CCC#N)C2=NS(=O)(=O)c3ccccc32)cc1
    1, -24%, 4.3%, 2%, -34%[inhibitor], ?, -20%, 8%, 9%, -5%
COC(=O)c1ccc(C23CC4(C2)[C@H](CN(C)[C@@H]4c2ccccc2)C3c2ccc(C(F)(F)F)cc2)cc1 (stereo not given in full)
    -1, -8%, -0.1%, -6%, 14%, 0%, -19%, 5%, 1%, -8%
O=C(NNC(=O)c1sccc1-n1cccc1)Nc1ccc(F)cc1
    0, -27%, -1.1%, 0%, -12%, -1%, -3%, 0%, -3%, 2%
CCOCCCNC(=S)NCCCNc1nc2cc3c(cc2cc1C#N)OCO3
    -2, -4%, 0.2%, 1%, -5%, -10%, 16%, -2%, -1%, -5%
NS(=O)(=O)c1cc2c(cc1Cl)NC(C1CC3C=CC1C3)NS2(=O)=O (stereo not given)
    -3, 4%, -0.5%, -2%, /, -9%, -11%, 4%, 32%[activator], 10%
O=C(C1CCCCC1)N1CCC(O)(c2ccc(Cl)cc2)CC1
    24, -4%, -0.1%, 2%, -14%, 1%, 0%, -3%, -1%, 1%
Cn1c(=O)oc2cc(S(=O)(=O)NCCC(=O)NCc3ccc(F)cc3)ccc21
    2, 0%, -0.1%, 4%, 0%, 1%, 8%, 11%, 51%[activator], -2%
Cc1ccc(CN2CCN(Cc3cnn(-c4ccc(F)cc4)c3)CC2CCO)o1 (stereo not given)
    0, -30%, -0.1%, -1%, 5%, -1%, 6%, 0%, 0%, -10%
O=C(c1ccc(Cl)c([N+](=O)[O-])c1)N(Cc1ccc(F)cc1)C1CCS(=O)(=O)C1 (stereo not given)
    2, -5%, -0.3%, 5%, -19%, -1%, -8%, 19%, -11%, ?
Cc1ccc(CNC(=O)Cc2cccs2)cc1
    ?, 97%, 0.2%, -4%, 21%, -3%, 3%, 23%, 2%, ?
CCN(CC)CCCNC(=O)c1cc(Cl)c(NC(=O)C2=C(C)OCCS2)cc1OC
    8, -23%, -0.6%, 12%, -44%, -6%, 9%, -1%, 9%, 6%
O=C(Cc1ccccc1)NCCc1c[nH]c2ccccc12
    0, 22%, 5.1%, /, 15%, -1%, 3%, 2%, 8%, -5%
